# Compound activity deposited in PubChem by several laboratories.
# hcDAF12 agonist: activators of H. contortus DAF-12 nuclear receptor; HEK293 hcDAF-12 lit1-tk-luc reporter, luminescence; 0% DMSO, 100% Δ7-dafachronic acid; activation, % at 6.8 µM; 1.4% of 370,000 active;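 active = activation above the mean of all tested compounds plus 3 SD, cut at about 5.5% in these data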;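 also: 100% = response to 3 µM Δ7-dafachronic acid high control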
# DAX1 inh-1: inhibitors of human orphan nuclear receptor DAX1 (NR0B1); AID 504766; P51843; HEK293 Gal4-DAX1 luciferase reporter, luminescence; inhibition, % at 6.75 µM; 0.99% of 340,000 active;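 active = inhibition above the mean over all tested compounds plus 3 SD, cut at about 4.2% in these data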;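 also: 0% = DAX1-transfected cells with DMSO and 100% = empty-vector control cells with DMSO; inhibition shows as a rise in luminescence from relieved DAX1 repression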
# PLC-beta3 inh: blocks human PLC-beta3 enzyme activity | Q01970 | Purified PLC-beta3, fluorogenic substrate, fluorescence | inhibition, % at 12.2 µM | 0.18% of 370,000 active | AID 720704; in the data active = inhibition above about 11%;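 also: 0% = median of compound wells on plate and 100% = full blocker control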
# hgDAF-12 ag: activates the H. glycines DAF-12 receptor ligand-binding domain; HEK293 GAL4-hgDAF12 UAS-luciferase reporter, agonist luminescence; normalized to butyrate control; activation, % at 6.8 µM; 1.8% of 370,000 active; AID 687014;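 active = activation above a cutoff set at the mean of all screened compounds plus 3 SD, cut at about 10% in these data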;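 also: 0% = DMSO wells and 100% = sodium butyrate wells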
# ADAM17 inh: inhibits human ADAM17. P78536. recombinant ADAM17, EDANS/DABCYL FRET peptide cleavage. inhibition, % at 6.95 µM. 0.83% of 370,000 active;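 active = inhibition above the mean of compounds lying between control limits plus 3 SD, set per campaign, cut at about 8.5% in these data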;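 also: 0% = DMSO-only wells as the low control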
# DAX1 inh-2: inhibitors of DAX1 repression of SF-1 activated StAR promoter. AID 652010. inhibition, % at 6.8 µM. 1.1% of 370,000 active. HEK293T StAR-luciferase reporter, SF-1/DAX-1 repression relief;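 active = inhibition above the mean over all tested compounds plus 3 SD, cut at about 3.6% in these data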;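 also: 0% = DAX-1 cells with DMSO and 100% = cells lacking DAX-1 with DMSO; higher inhibition means more luminescence from relief of DAX-1 repression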
# SMARCA2 activ: SMARCA2 function activation, primary screen. MG213 cells, MMTV-luciferase reporter, dexamethasone, overnight. 1% of 370,000 active. activation, % at 9.1 µM; in the data active = activation above about 7.8%;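 also: 0% = vehicle wells and 100% = reference activator wells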
# ssDAF12 agonist: activates DAF-12 receptor from parasite S. stercoralis. AID 652126. activation, % at 6.8 µM. 1% of 370,000 active. HEK293 ssDAF-12/GRIP1 lit1-tk-luc reporter, luminescence; % of 3 µM dafachronic acid response;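 active = activation above the mean over all tested compounds plus 3 SD, cut at about 0.9% in these data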;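 also: 0% = DMSO-only wells and 100% = 3 µM delta7-dafachronic acid wells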
# MBD2 DNA inh: blocks human MBD2 binding to methylated DNA; Q9UBB5; TR-FRET, MBD2 binding to methylated oligonucleotide; inhibition, % at 4.4 µM; 0.31% of 370,000 active; in the data active = inhibition above about 13%
# NR1D1 modulator: modulates human Rev-erb alpha binding to DNA | P20393 | Rev-erbα–FITC-DNA binding, fluorescence polarization, 90 min | activity, % at 10 µM | 0.79% of 370,000 active;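 active = activity above about 14%, limit read from the data; passing the limit was not always enough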;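 also: 0% = DMSO wells with 35 nM protein and 100% = DMSO wells with 750 nM protein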
# PLCg1 inh: PLC-gamma1 (human) inhibition, primary screen. P19174. purified PLC-gamma1, fluorogenic substrate, fluorescence. inhibition, % at 12.2 µM. 0.84% of 370,000 active; in the data active = inhibition above about 9.5%
# Numbers without * were called inactive; i = inactive; x = no result given.
Structure,PLCg1 inh,DAX1 inh-1,DAX1 inh-2,hgDAF-12 ag,hcDAF12 agonist,NR1D1 modulator,PLC-beta3 inh,ssDAF12 agonist,MBD2 DNA inh,ADAM17 inh,SMARCA2 activ
Cc1ccsc1C(=O)OCC(=O)N(C)C1CCCCC1,3,0.6,10*,12*,5.9*,-2,-6,0.2,-3,-1,7
CC(=O)NS(=O)(=O)c1ccc(NC(=O)/C=C/c2ccc(C)o2)cc1,-11,3.7,-0.1,-0.1,0.5,-1,-13,-1.1,2,-3,-5
Cc1c(C(=O)N(C)C)sc2nc(-c3ccccn3)[nH]c(=O)c12,-104,0.8,-0.3,0.9,0.8,4,-129,-1.2,3,-99,0
CC(=O)N1CCC(C(=O)N2CCN(S(=O)(=O)c3ccc(Cl)s3)CC2)CC1,-1,0.2,0.1,2.0,-1.0,-2,-4,-1.3,-5,-1,2
O=C(CN1C(=O)NC2(CCCCC2)C1=O)Nc1cccc(S(=O)(=O)N2CCCC2)c1,3,1.1,4.6*,-0.3,-0.7,2,0,-0.1,-9,6,-3
O=C(CNC(=O)c1cccs1)NCC(=O)OCc1cccc(Cl)c1,3,0.1,0.4,1.2,-1.6,-1,3,-1.5,-6,-1,-1
NC(=O)c1nsc(C(=O)N(c2ccc3c(c2)OCCO3)C(C(=O)NCC2CCCO2)c2ccc(F)cc2)c1N (stereo not drawn),-24,-1.3,-0.3,-4.2,-1.6,0,-42,-0.3,1,-8,-3
Cc1ccc(S(=O)(=O)N2C[C@H]3n4c(=O)ccc(=O)n4C[C@H](OC(=O)NC4CCCC4)[C@@]3(O)C2)cc1,-1,0.1,-0.8,-2.4,-2.2,8,0,-0.7,-5,-3,-2
Cc1occc1C(=O)Nc1nnc(C2CCCCC2)s1,1,-0.2,-0.1,1.8,1.5,-9,7,-1.2,-3,-4,3
CCc1nc2ccc(C(=O)Nc3cccc(NS(C)(=O)=O)c3)cn2c1N(CC)CCOC,5,x,-1.5,-0.6,-2.0,-5,0,-1.0,-5,4,0
CCOC(=O)c1ccc(N2C(=O)C(CC(N)=O)N(CCc3ccc(OC)c(OC)c3)C2=S)cc1 (stereo not drawn),-3,0.8,0.9,-1.6,-2.3,-3,-8,-1.8,0,-2,-5
CC1=CC(C)(C)n2c(O)c(N=N)c3cc(C)cc1c32,7,1.0,0.6,-1.8,-3.0,2,5,-1.0,-4,6,-3
O=C1NC(=S)S/C1=C\c1ccc(SCc2ccccc2)o1,57*,0.0,0.4,-2.2,0.2,-15,-16,-0.1,29*,-1,-5
NS(=O)(=O)c1cc(Br)c2c(c1)S(=O)(=O)NCN2,1,-0.1,-1.1,-1.9,-1.4,-3,2,-0.1,-3,0,-2
CN(CC(=O)Nc1ccccc1Cl)C(=O)COC(=O)/C=C/c1ccc(C(F)(F)F)cc1,-3,0.9,0.9,2.6,0.9,1,-9,-0.6,-3,2,-5
CC(=O)N1c2ccc(S(=O)(=O)N3CCC(C(=O)N4CCCCC4)CC3)cc2CC1C (stereo not drawn),1,-0.9,-5.7,-4.7,-2.0,1,3,-1.5,2,-2,0
CCCCn1nnnc1SCC(=O)Nc1sc2c(c1C#N)CCCC2,-5,0.6,0.2,1.8,0.1,-4,3,-0.3,2,2,3
CSCCC(Nc1ncnc2ccc(Br)cc12)C(=O)O (stereo not drawn),-1,0.8,0.3,1.6,3.7,2,-2,-0.9,4,-4,1
O=C(c1cc(Cl)cc(Cl)c1)N1CCC(=O)N([C@H](COCc2ccccc2)Cc2ccccc2)CC1,5,x,-2.2,-2.4,0.3,5,2,-1.1,0,5,-1
COc1ccc(C2c3cc(OC)c(OC)cc3CCN2C(=O)c2cccc([N+](=O)[O-])c2)cc1OC (stereo not drawn),1,0.8,-0.1,-0.4,-2.6,-5,-5,-1.1,0,-6,3

# Following part
Structure,PLCg1 inh,DAX1 inh-1,DAX1 inh-2,hgDAF-12 ag,hcDAF12 agonist,NR1D1 modulator,PLC-beta3 inh,ssDAF12 agonist,MBD2 DNA inh,ADAM17 inh,SMARCA2 activ
Cc1ccc2c(c1)-n1c(nc3ccccc3c1=O)C(Cc1ccc(O)cc1)NC2=O (stereo not drawn),1,x,-0.6,1.6,-2.1,1,0,-1.0,4,-3,0
C/C=C/C(=O)Nc1cccc(C(F)(F)F)c1,3,0.3,-0.5,0.4,0.7,-1,4,-1.2,5,0,-1
COc1ccccc1NC(=O)C(C)OC(=O)C1CCN(S(=O)(=O)c2ccc(C)c(C)c2)CC1 (stereo not drawn),-1,0.4,0.9,2.8,-1.4,0,-4,-1.0,-1,0,3
C=CCNC(=O)C1CC(=O)N(c2ccc(OCC(=O)Nc3c(C)cccc3C)cc2)C1 (stereo not drawn),7,-0.4,-0.2,-1.7,0.1,-4,1,-0.9,-1,1,-1
O=C(O)c1cnccn1,2,0.7,0.0,3.6,-1.0,-1,-1,-1.6,3,-4,-7
Cn1cc(C(=O)c2ccc(Cl)cc2Cl)cc1C(=O)N/N=C(\N)COc1ccc(Cl)cc1,3,-2.1,-1.6,-3.7,-3.5,4,-8,-1.4,0,11*,-2
CCc1noc(C)c1C(=O)Nc1nc(-c2cc(C)ccc2C)c(C)s1,-4,-0.6,-0.1,-2.8,-1.7,13,-4,-0.9,3,1,-1
Cc1c(O)ccoc1=O,-1,-1.0,-0.2,0.4,2.4,-2,-1,-0.9,3,-3,0
Cc1nc(SCC(=O)N(C)C2CCS(=O)(=O)C2)c2ccccc2n1 (stereo not drawn),2,0.2,1.0,-2.5,1.5,-6,-7,-1.1,3,1,-1
COc1ccccc1NOC(=O)CCOc1ccccc1,-2,1.2,0.3,0.6,0.8,0,-1,-1.1,0,-3,3
CN1C=CC=C/C1=C1\SC(=S)N(N)C1=O,4,0.1,0.0,3.2,0.3,3,2,-0.7,-4,-3,-3
O=C(Cn1cnc2c(OCc3ccccc3)ncnc21)NCCCN1CCCC1=O,1,-0.8,0.1,3.7,-0.4,-3,3,-0.9,-5,0,1
CCOC(=O)c1ccc(NC(=O)CSc2ncccn2)cc1,1,0.0,0.7,1.8,2.1,-1,1,-1.1,-6,0,1
Cc1onc(-c2ccccc2Cl)c1C(=O)Nc1ncn[nH]1,2,-0.5,-0.6,4.7,0.9,4,2,-0.6,-4,-1,-4
Cc1noc(C)c1COC(=O)C1CCN(C(=O)c2ccc(Cl)cc2)CC1,2,0.7,-0.8,0.0,-2.7,0,0,-1.0,-3,0,-1
O=C(Cc1cccc(NC(=O)C2CCCN(C(=O)C3CCC3)C2)c1)Nc1ccc(C(=O)N2CCOCC2)cc1 (stereo not drawn),0,0.8,1.5,0.2,1.8,-2,1,-1.4,-2,-4,-1
CCN(CC(=O)Nc1ccc(NC(C)=O)cc1)C(=O)CCCSc1nc2ccccc2[nH]1,-1,-0.2,2.7,2.7,-0.8,2,7,-0.3,4,5,-3
COc1ccc2c(Cl)c(C(N)=O)sc2c1,-1,0.4,0.5,2.1,-0.7,5,-1,-1.6,-2,1,3
COCCNC(=O)C(c1ccco1)N(C(=O)Cn1nnc2ccccc21)c1cccc(C)c1C (stereo not drawn),-3,0.4,0.0,0.1,1.6,-3,1,-1.0,2,-5,1
CC(=O)Nc1ccc(/C=C/c2nc(-c3ccccc3O)n[nH]2)cc1,-44,-0.1,-0.2,3.3,-1.7,1,-69,-1.5,4,-3,2

# New compounds follow:
Structure,PLCg1 inh,DAX1 inh-1,DAX1 inh-2,hgDAF-12 ag,hcDAF12 agonist,NR1D1 modulator,PLC-beta3 inh,ssDAF12 agonist,MBD2 DNA inh,ADAM17 inh,SMARCA2 activ
C[C@@H]1CN([C@@H](C)CO)C(=O)c2cc(NS(C)(=O)=O)ccc2O[C@@H](C)CCCCO[C@H]1CN(C)C(=O)Nc1ccc2c(c1)OCO2,1,0.7,1.4,-2.1,0.4,4,-2,-1.0,-3,-2,-3
C[C@H](CO)N1C[C@H](C)[C@@H](CN(C)C(=O)Nc2ccc(C(F)(F)F)cc2)Oc2ccc(NC(=O)c3ccncc3)cc2C1=O,1,2.4,0.5,1.0,-1.4,-5,2,-1.5,-5,1,-1
O=C(C[n+]1ccc(C(=O)c2ccccc2)cc1)Nc1ccccc1OC(F)F,-5,1.2,-1.3,4.8,-1.4,-6,-2,-1.3,-4,-2,0
CCCCOC(=O)c1ccc(NC(=O)CSC2=Nc3ccccc3C3CC=NN23)cc1 (stereo not drawn),-3,2.7,-0.3,3.7,3.3,4,1,-0.9,-2,1,0
Cc1cnc(C(=O)OCC(=O)c2ccc[nH]2)cn1,-4,-0.7,0.1,2.5,-0.8,-2,-3,-0.4,3,-1,0
Fc1ccc(Nc2c(-c3ccco3)nc3ccccn23)cc1,i,-0.6,-0.7,0.0,3.3,-9,i,-0.3,1,-409,5
CC(C)(C)c1ccc(C(=O)N2CCN(Cc3ccccc3)CC2)cc1,2,-1.0,0.2,-0.4,-0.3,-6,-3,-1.2,1,0,-2
Cc1noc(C)c1COC(=O)c1cccnc1Cl,2,0.6,-0.3,0.6,-1.1,4,-1,-0.5,-6,0,-2
CCOC(=O)c1cccc(NC(=O)c2cnccn2)c1,4,1.1,0.3,4.4,-0.5,-9,2,-1.5,2,0,6
O=C(COc1ccccc1)NCCSc1ccccc1,5,-0.1,0.6,4.3,1.3,3,3,-0.4,-2,1,9.4*
COc1ccc(C2NCCc3sccc32)cc1 (stereo not drawn),-2,-0.6,-0.5,-1.0,-1.1,1,-2,-1.6,-3,-2,1
Cc1oc(C(=O)O)cc1COc1ccc2c3c(c(=O)oc2c1)CCC3,-88,0.3,0.5,-0.6,0.9,-1,-101,-0.8,1,-102,1
O=C(C1COc2ccccc2O1)N1CCN(c2ccccn2)CC1 (stereo not drawn),-4,-0.3,1.1,1.8,-0.9,-2,-10,-0.8,4,-6,0
CC1CCCCN1CCCNC(=O)C1CCN(c2nnc(-n3cccc3)s2)CC1 (stereo not drawn),-1,1.2,0.4,0.3,-1.2,6,-6,-0.9,0,-2,-1
CCOC(=O)[C@]12CCCC=C1N(CCc1ccc(Cl)cc1)C(=O)[C@@H]2CC(=O)NCCC(C)C,3,x,-0.4,1.3,-2.9,-3,-2,-1.5,-7,3,-4
Nc1nnc2c(C(F)(F)F)nc3ccccc3n12,i,0.0,0.5,-0.1,-1.7,6,i,-1.1,-2,-49,-1
O=S(=O)(Nc1ccc2c(c1)OCCO2)c1ccc(F)cc1,-1,-1.1,-0.2,-1.0,-1.2,-1,-2,-0.9,-4,-3,-5
CCOc1ccc(Br)cc1S(=O)(=O)Nc1nc(CN2CCOCC2)nc2sc(C)c(C)c12,-23,0.2,-0.5,-2.4,-1.6,3,-25,-0.9,-7,-7,0
COc1ccccc1NC(=O)CCNS(=O)(=O)c1ccc2c(c1)CC(C)N2C(=O)C1CC1 (stereo not drawn),2,1.0,0.1,-2.7,-0.9,-1,-9,-0.4,1,-3,-2
CCSc1nc2sc3c(c2c(=O)n1CC)CC(C)(C)OC3,0,0.0,-0.7,-1.1,-0.9,-1,3,-1.5,-1,-3,1
CCO[C@@H]1OC(C(=O)N2CCN(Cc3ccc4c(c3)OCO4)CC2)=C[C@H](C)[C@H]1CCCO,4,0.6,0.3,-1.5,-0.1,-3,-51,-1.4,1,-1,0
